pCIP destab = compounds decreasing mouse p/CIP protein stability; Q05BA5; F442A p/CIP-EGFP cells, EGFP fluorescence, 16 h; decrease of EGFP signal, % at 10 µM; 290,000 compounds, 0.01% hits;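 active means EGFP signal decrease of at least 30% at 10 µM or well 3 SD below plate mean, unless failing retest; inactive means the rest, including hits failing retest or dose response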; further: some compounds called inactive have numbers as strong as hits; many of its hits are not listed in these tables
PHOSPHO1 inh = PHOSPHO1 (human) inhibition. Q8TCT1. recombinant PHOSPHO1, absorbance phosphatase assay. inhibition, % at 13.3 µM. 290,000 compounds, 1.1% hits. AID 1565; in the data active means inhibition above about 60%
Target sequence (Q8TCT1 whole entry, looked up): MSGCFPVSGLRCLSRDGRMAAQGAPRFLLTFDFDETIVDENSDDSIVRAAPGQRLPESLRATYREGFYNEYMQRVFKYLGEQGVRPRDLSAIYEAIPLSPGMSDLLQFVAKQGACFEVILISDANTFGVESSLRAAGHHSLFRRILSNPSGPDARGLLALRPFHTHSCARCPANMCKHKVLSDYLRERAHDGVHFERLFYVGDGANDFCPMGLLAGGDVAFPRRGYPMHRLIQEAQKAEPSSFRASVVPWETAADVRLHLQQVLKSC
DNA FID counter = displaces DNA intercalator in HCV helicase counter-screen. DNA fluorescent intercalator displacement, fluorescence. inhibition, % at 7.9 µM. 290,000 compounds, 0.17% hits; in the data active means inhibition above about 37%;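 further: 0% = vehicle and 100% = reference compound; higher means more ethidium bromide displaced from hairpin DNA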
UBC9 SUMO inh = inhibitors of human SUMOylation (UBC9). HTRF SUMOylation assay, SAE1/SAE2 + UBC9, in vitro. 290,000 compounds, 0.36% hits. P63279. inhibition, % at 35 µM; in the data active means inhibition above about 50%, passing the limit was not always enough; further: strong numbers were not always called active
Target sequence (P63279 whole entry, looked up): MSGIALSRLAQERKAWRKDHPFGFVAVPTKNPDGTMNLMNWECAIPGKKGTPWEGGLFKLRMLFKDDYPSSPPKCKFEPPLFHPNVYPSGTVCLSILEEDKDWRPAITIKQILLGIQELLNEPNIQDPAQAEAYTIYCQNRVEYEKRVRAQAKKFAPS
IMP-1 inh = blocks Pseudomonas aeruginosa IMP-1 metallo-beta-lactamase | 290,000 compounds, 0.45% hits | purified IMP-1, nitrocefin hydrolysis, epi-absorbance fluorescence | inhibition, % at 5.6 µM;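 active means inhibition above the mean plus 3 SD of all compounds in the same screening run, cut at about 4.5% in these data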;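 further: 0% = IMP-1 with DMSO and 100% = DMSO wells lacking enzyme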
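System: purified recombinant IMP-1 beta-lactamase. Medium: Zinc- and detergent-supplemented HEPES buffer, pH 7.1. Compound: one 5.6 µM dose […]. Schedule: 15 min preincubation plus 25 min reaction at 25 °C. Technique: Epi-absorbance fluorescence, 480 nm excitation, 530 nm emission.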
MEKK3 PB1 HTS = MEKK3-MEK5 PB1 interaction, increase or decrease; 290,000 compounds, 1.4% hits; bead-based flow cytometry, Alexa488-MEK5 binding to MEKK3; actives lie on both sides; 0 = blocked by unlabeled MEK5, 100 = vehicle; AID 1529; binding response (% of control), % at 10 µM; Q99759;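 active means binding response more than 3 SD above or below the average of its plate-row segment, actives on both sides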;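 further: Alexa488 bead fluorescence after subtracting the streptavidin-only scavenger bead signal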
Target sequence (Q99759 whole entry, looked up): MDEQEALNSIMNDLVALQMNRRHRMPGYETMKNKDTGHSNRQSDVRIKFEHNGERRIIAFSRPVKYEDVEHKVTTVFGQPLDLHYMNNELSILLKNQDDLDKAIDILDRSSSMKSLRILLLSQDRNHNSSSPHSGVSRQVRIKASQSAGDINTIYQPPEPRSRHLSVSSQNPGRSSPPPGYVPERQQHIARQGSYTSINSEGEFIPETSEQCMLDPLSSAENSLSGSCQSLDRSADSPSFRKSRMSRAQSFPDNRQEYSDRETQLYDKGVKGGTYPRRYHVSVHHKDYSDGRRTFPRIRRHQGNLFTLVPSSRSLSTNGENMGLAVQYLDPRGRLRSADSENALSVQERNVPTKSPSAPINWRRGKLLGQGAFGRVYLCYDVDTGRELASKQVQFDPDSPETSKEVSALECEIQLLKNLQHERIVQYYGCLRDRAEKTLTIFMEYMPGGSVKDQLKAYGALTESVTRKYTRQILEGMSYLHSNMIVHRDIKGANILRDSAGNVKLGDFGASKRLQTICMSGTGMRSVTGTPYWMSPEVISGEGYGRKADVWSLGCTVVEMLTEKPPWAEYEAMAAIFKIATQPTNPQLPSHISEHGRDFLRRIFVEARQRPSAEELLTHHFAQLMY
VIM-2 inh = inhibitors of Pseudomonas aeruginosa VIM-2 metallo-beta-lactamase. 290,000 compounds, 0.89% hits. inhibition, % at 5.6 µM. purified VIM-2, nitrocefin hydrolysis, epi-absorbance fluorescence;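 active means inhibition above the mean of all tested compounds plus 3 SD, cutoff set per screening run, cut at about 7.5% in these data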;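 further: red hydrolysis product quenches plate fluorescence so inhibitors raise well fluorescence; 0% = enzyme with DMSO and 100% = DMSO without enzyme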
IDE act = IDE (human) activation, cell-based. P14735. HEK cells, FAbeta-B cleavage, fluorescence polarization; 0% vehicle, 100% cell-free pure enzyme wells. activation, % at 5.96 µM. 340,000 compounds, 0.073% hits. AID 493087;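 active means activation above the mean of all tested compounds plus 3 SD, set per screening campaign, cut at about 17% in these data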
HCV NS3 hel inh = inhibitors of Hepatitis C virus NS3 helicase | NS3 helicase DNA unwinding, Cy5 molecular beacon fluorescence | inhibition, % at 10.9 µM | 290,000 compounds, 0.56% hits | AID 1800;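 active means inhibition above the mean of all tested compounds plus 3 SD, set per campaign, cut at about 35% in these data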;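 further: 0% = DMSO wells and 100% = thioflavine S control wells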
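System: NS3 helicase fragment of HCV / Schedule: 1 h at 25 °C / Control set: DMSO alone as 0% and 110 µM thioflavine S as 100% / Reagent: Cy5/quencher beacon DNA duplex and ATP to start / Technique: Cy5 fluorescence / Replication: singlicate / Evaluation: % inhibition of end-to-start signal ratio versus controls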
* marks the source's active call; other numbers are inactive results; nt = no result given. The list is partial; count on the stated rates, not on these rows.

nr	smiles	pCIP destab	PHOSPHO1 inh	DNA FID counter	UBC9 SUMO inh	IMP-1 inh	MEKK3 PB1 HTS	VIM-2 inh	IDE act	HCV NS3 hel inh
1	Nc1cc(Cl)ccc1N1CCOCC1	-13	-25	1	15	-4.9	104	-1.9	5	-1
2	O=C(Cc1cccs1)N1CCN=C1SCc1ccc(F)cc1	-9	22	-17	8	-1.7	103	-2.2	0	1
3	COc1ccc(-c2csc(N)n2)cc1	-1	-3	9	0	-1.0	93	-1.8	-3	6
4	COc1cc(CNCc2cccs2)ccc1OCC(N)=O	-6	19	-2	8	-1.6	99	-0.3	5	-2
5	Cc1ccc(CN2CCNC(=O)C2CC(=O)NCCCn2ncc3ccccc32)o1 (stereo not given)	-5	35	-10	14	-1.3	105	-0.2	0	-8
6	CCOc1ccc(C2CC(c3c(O)c4ccccc4oc3=O)=NN2c2ccccc2)cc1OC (stereo not given)	3	-15	-5	22	-3.8	99	-4.0	4	2
7	Cc1ccc(-c2nc(CNC(=O)c3ccco3)cs2)cc1	-12	8	-44	14	-2.6	104	-0.9	-1	41*
8	Cc1ccc(C(=O)N/N=C/c2ccc(-c3cccc(Cl)c3)o2)cn1	2	40	-20	15	-3.6	106	-3.4	1	7
9	CC(C)(C)NC(=O)C(c1ccc(F)cc1)N(Cc1ccco1)C(=O)CCC(=O)Nc1ccccn1 (stereo not given)	4	-22	-33	-14	-2.3	100	-1.2	4	-3
10	O=C(NCCc1ccccc1)C1CCN(C(=O)c2ccc(F)cc2)CC1	-3	39	-13	3	-2.0	104	1.5	0	5
11	CCCCOc1ccc(C(=O)NCCOc2cccc(OC)c2)cc1	-8	20	-34	8	-3.2	107	-1.0	2	-18
12	CCOc1ccc(-c2nc(C#N)c(NCc3ccco3)o2)cc1	-19	25	-1	26	-1.9	73	0.2	6	-5
13	O=C(COC(=O)c1ccc(Cl)cc1O)NC(=O)C1CCCCC1	1	28	2	26	-3.4	106	-2.1	1	-16
14	O=C(NCCCn1ccnc1)c1cc(-c2ccc(Cl)cc2)nc2ccccc12	4	42	14	4	-3.2	nt	-1.4	3	-67
15	O=C1C2C3C=CC(C3)C2C(=O)N1c1cccc(-c2nc3ccccc3o2)c1 (stereo not given)	21	-51	0	15	-2.6	108	-0.6	-4	-1
16	Cc1nn(Cc2ccccc2Cl)c(C)c1NC(=O)CCCn1nc([N+](=O)[O-])c(Cl)c1C	-22	-9	-7	-6	-1.3	103	-0.5	-1	-19
17	CCS(=O)(=O)NCC(c1cccnc1)N1CCN(c2ccc(OC)cc2)CC1 (stereo not given)	-2	-15	-6	0	-5.3	119	-5.6	-4	-5
18	CCOC(=O)c1c(NC(=O)COc2ccc3ccc(=O)oc3c2)sc(C(=O)N(C)C)c1C	18	48	-21	-3	2.2	98	2.4	2	16
19	COC(=O)CCC(=O)Nc1cccc2c(NC(=O)CCC(=O)OC)cccc12	-3	13	2	2	2.1	90	-1.3	1	-5
20	O=C(CSc1nnc(-c2cccs2)n1-c1ccccc1)N1CCCc2ccccc21	1	15	-9	18	-3.1	104	-1.3	-2	8
21	Cc1cc(C)cc(NC(=O)CNC(c2ccccc2)c2ccccc2)c1	-20	36	-16	3	-2.6	101	-2.2	0	-12
22	NC(=O)c1cnn(C2CCS(=O)(=O)C2)c1 (stereo not given)	2	-16	1	-2	-0.2	101	1.1	-2	-13
23	Cc1ccc(C(=O)O)cc1NC(=S)NC(=O)c1ccc(-c2ccccc2)cc1	-10	44	-31	28	1.9	102	-2.9	-7	19
24	COc1ccc(C(=O)Nc2ccc(NC(=O)c3cccs3)c(OC)c2)cc1Cl	-8	32	9	42	-2.3	101	-3.2	-10	-3

Single values from above.
VIM-2 inh, compound 22 is entered as 1.1
IDE act, compound 17 is entered as -4
MEKK3 PB1 HTS, compound 24 is entered as 101

Further entries follow:
nr	smiles	pCIP destab	PHOSPHO1 inh	DNA FID counter	UBC9 SUMO inh	IMP-1 inh	MEKK3 PB1 HTS	VIM-2 inh	IDE act	HCV NS3 hel inh
25	CC1=C(C#N)C(NC(=O)C2CCCCC2)(C(F)(F)F)C(=O)N1 (stereo not given)	-4	24	2	-11	-2.0	92	-2.7	-5	1
26	COc1ccc(/C=C2/CCCC(C(=O)C(F)(F)F)=C2O)cc1OC	4	3	-8	7	0.9	100	0.1	-2	-1
27	COc1ccc(-c2nc(N3CCN(C)CC3)sc2-c2ccc(OC)cc2)cc1	-7	6	7	13	-1.7	102	-2.0	2	-83
28	Nc1n[nH]c(C2CCCCC2)n1	-20	34	0	14	-2.0	85	-2.4	1	0
29	CCc1c(C)c(C#N)c2nc3ccccc3n2c1NCc1ccco1	7	13	-18	-4	-3.0	93	5.9	-3	11
30	CCn1c(=O)cc(SCC(=O)Nc2cc(OC)c(OC)c(OC)c2)c2ccccc21	-18	6	-21	7	-1.0	100	-2.5	-9	-9
31	N=C1/C(=C\c2ccc(OC(=O)c3ccccc3)cc2)C(=O)N=C2SC(N3CCOCC3)=NN12	-12	-9	-35	9	0.5	104	-2.9	-5	0
32	COc1ccc(NC(=O)c2cccc(N3C(=O)C4C5C=CC(C5)C4C3=O)c2)c(OC)c1 (stereo not given)	-11	8	-25	9	-2.6	95	-5.5	-1	12
33	COc1cccc(NC(=O)CN(C)C(=O)c2ccc(-c3ccccc3Cl)o2)c1	7	32	-24	12	-1.8	103	-1.6	-3	-7
34	CCNC(=O)C(C)Sc1ccc(Cl)cc1 (stereo not given)	-5	-2	-1	3	-5.5	104	-2.0	-3	0
35	Cc1ccc(NC(=O)CSc2nc3ccccc3nc2N2CCCC2)cc1	6	5	-23	-12	-2.6	97	-2.1	4	1
36	CCN1CCN(CCCNC(=O)c2csc3c2CCCCC3)CC1	-8	23	19	5	-1.9	103	2.5	4	3
37	CCN(CC(=O)NCc1cccs1)C(=O)c1ccc(S(=O)(=O)Nc2cccc(C)c2C)cc1	1	48	-36	10	-2.4	100	-0.3	2	-1
38	Cc1cccc(CCNC(=O)C2CCCN(S(=O)(=O)c3cccc4nsnc34)C2)c1 (stereo not given)	-23	25	-4	4	-3.0	107	-1.7	8	2
39	O=C(CCN1C(=O)S/C(=C\c2cccs2)C1=O)NC1=NCCS1	4	1	-14	-2	-2.9	101	-3.8	3	0
40	C=CCNC(=S)Nc1cccc(N)c1	-22	29	-2	16	-3.5	101	-2.5	4	-6
41	COC(=O)Cc1[nH]nc2c1C(C1C=CCCC1)C(C#N)=C(N)O2 (stereo not given)	-9	4	-9	-11	-4.6	105	-5.7	-2	5
42	CSc1cccc(NS(=O)(=O)c2ccc(-c3coc(C)n3)cc2)c1	-30	18	-30	nt	-1.5	103	-4.8	-1	-19
43	CC(=O)NC1=NN(C(C)=O)C(C)(CS(=O)(=O)c2ccc3ccccc3c2)S1 (stereo not given)	-2	18	-3	-5	-2.8	104	-0.5	3	-4
44	CC(=O)c1ccc(OCc2cc(C(=O)N(C)Cc3ncc(C)[nH]3)no2)cc1	2	3	-6	-5	-3.8	101	-1.4	4	-1
45	CC(C)c1onc(C(=O)NCc2cccs2)c1[N+](=O)[O-]	8	-20	1	11	-0.6	104	0.0	-1	-1
46	O=c1[nH]ncn1-c1ccc(Br)cc1	0	-20	1	-2	-2.6	104	-2.7	6	4
47	COC(=O)CCN(C(=O)c1cc(OC)c(OC)c(OC)c1)c1ccccn1	5	3	-2	2	-2.5	97	-1.9	3	3
48	O=C(Nc1n[nH]c(C(F)(F)F)n1)C1CC1	4	15	4	-6	-2.1	101	-2.7	6	-12
49	CCOC(=O)c1cc(S(=O)(=O)NCCc2ccccc2)cn1C	-14	41	-15	nt	0.2	102	0.0	7	3
50	CCCC(C(=O)O)n1c(O)c(C=C2N=c3ccccc3=N2)sc1=S (stereo not given)	-12	41	-23	8	-3.9	104	-0.7	2	30
51	Cc1ccc(S(N)(=O)=O)cc1NC(=O)/C=C/c1cccs1	0	-12	2	1	-1.4	101	-0.5	2	4
52	CC(C)CC(C(=O)OCC(=O)c1c(N)n(C)c(=O)n(C)c1=O)N1C(=O)c2ccccc2C1=O (stereo not given)	-8	10	-18	4	-1.0	104	-1.5	1	-7
53	Cc1n[nH]c(C)c1S(=O)(=O)N1CCCCCC1	-2	-7	-3	11	-0.2	96	-1.2	-2	9
54	Cc1cc(C)c(S(=O)(=O)NC2CC(C)(C)NC(C)(C)C2)cc1Br	3	41	10	5	-1.0	104	-0.8	-2	-33
55	CCC1=Nc2cc(C(=O)N3CCCCC3)ccc2Sc2ccc(C)cc21	10	29	-52	-11	-1.8	103	-2.1	-2	-21
56	Cc1nn(-c2ccccc2)c2c1C(=O)N(Cc1ccccc1)C(=O)C(C)(C)C2	-11	-12	-30	-17	-3.5	105	-1.7	2	-15
57	Cn1ccsc1=NC(=O)c1ccc(S(=O)(=O)C(F)F)cc1	-3	-100	-1	7	-3.8	105	0.1	-2	-6
58	Nc1cc(=O)[nH]n1C1CCCC1	1	36	-4	-5	-4.6	106	-2.5	6	-1
59	O=C(CC(=O)c1ccccc1)Nc1cc(C(F)(F)F)ccc1Cl	-11	0	0	-7	-2.5	92	-0.6	0	-3
60	COc1ccccc1OCCn1ccnc1	0	-1	7	3	-0.9	103	-0.6	1	4

HCV NS3 hel inh, what is marked active above.
| entry | Structure | pCIP destab | PHOSPHO1 inh | UBC9 SUMO inh | IMP-1 inh | MEKK3 PB1 HTS | VIM-2 inh | IDE act | HCV NS3 hel inh |
| --- | --- | --- | --- | --- | --- | --- | --- | --- | --- |
| 7 | Cc1ccc(-c2nc(CNC(=O)c3ccco3)cs2)cc1 | -12 | 8 | 14 | -2.6 | 104 | -0.9 | -1 | 41* |

Carrying on:
nr	smiles	pCIP destab	PHOSPHO1 inh	DNA FID counter	UBC9 SUMO inh	IMP-1 inh	MEKK3 PB1 HTS	VIM-2 inh	IDE act	HCV NS3 hel inh
61	CCCCn1cnc2c(c(-c3ccccc3)c(-c3ccccc3)n2Cc2ccco2)c1=N	2	-17	15	10	-1.5	102	-0.3	nt	-67
62	Cc1csc(SCc2nc3scc(-c4ccccc4)c3c(=O)[nH]2)n1	9	23	-23	21	-2.3	100	-3.7	-1	8
63	O=[N+]([O-])c1cc(/C=N/n2c(-c3cccnc3)n[nH]c2=S)ccc1Cl	-8	4	2	19	-0.1	94	0.7	-2	-2
64	CC1(C)Cc2c(sc(NC(=O)COc3ccc(Cl)cc3)c2C(N)=O)C(C)(C)N1	9	28	34	-3	0.5	103	1.8	2	-41
65	Cc1ccc(-c2nc(CS(=O)CC(=O)NCc3ccc4c(c3)OCO4)c(C)o2)cc1 (stereo not given)	7	-19	-51	1	0.4	99	-0.1	5	31
66	O=C(CCNC(=O)c1ccccc1Cl)Nc1nc(-c2ccccc2Cl)cs1	2	2	-24	-9	-2.9	96	-2.4	-3	-5
67	Cn1nccc1C(=O)Nc1ccc2c(c1)OCCO2	-9	35	3	23	0.4	105	-0.2	-4	3
68	COc1ccc(C(=O)NNC2=NC(C)(C)Cc3ccccc32)cc1	-5	-2	-8	10	-0.8	100	2.7	3	-2
69	CCN(CC)c1nc2c(c(=O)[nH]c(=O)n2C)n1Cc1ccccc1	-1	55	-19	-2	-2.0	101	-1.7	1	-2
70	CCn1c(COc2ccccc2)nnc1SCC(=O)C(C)(C)C	-2	31	-22	-2	-2.0	105	2.2	0	-10

Source: PubChem BioAssay (several laboratories)
